Bioassay records (PubChem)
STK33 inh: blocks human STK33 kinase activity | Q9BYT3 | purified STK33, MBP phosphorylation, ADP-Glo luminescence | inhibition, % at 10 µM | hit rate 0.073% among 320,000;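 active means inhibition at or above 25%, using the most active replicate where run in duplicate; inactive means inhibition below 25%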
Target sequence (Q9BYT3 whole entry, looked up): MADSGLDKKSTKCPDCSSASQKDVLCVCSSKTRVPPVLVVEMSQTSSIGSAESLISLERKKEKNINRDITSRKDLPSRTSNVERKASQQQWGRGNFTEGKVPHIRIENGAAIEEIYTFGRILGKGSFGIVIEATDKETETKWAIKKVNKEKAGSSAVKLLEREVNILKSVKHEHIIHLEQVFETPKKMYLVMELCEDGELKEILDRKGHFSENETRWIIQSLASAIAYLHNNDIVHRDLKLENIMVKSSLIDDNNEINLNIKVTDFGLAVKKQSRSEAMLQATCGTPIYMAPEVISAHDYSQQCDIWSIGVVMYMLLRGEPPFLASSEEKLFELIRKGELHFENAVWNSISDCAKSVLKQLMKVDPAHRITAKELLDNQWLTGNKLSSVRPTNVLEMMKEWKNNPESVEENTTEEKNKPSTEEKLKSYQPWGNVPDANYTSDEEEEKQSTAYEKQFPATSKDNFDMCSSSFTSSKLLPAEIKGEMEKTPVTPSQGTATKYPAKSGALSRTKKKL
Kir21 inh: Kir2.1 (mouse) channel inhibition; P35561; HEK293-Kir2.1, FluxOR thallium flux fluorescence; active compounds read low; B-score at 10 µM; hit rate 0.85% among 310,000; AID 1672;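 active means fluorescence ratio B-score at or below minus 3 SD of library scores, with starting-brightness B-score within 2 SD, cut at about -4.2 in these data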;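 further: channel flux triggered by added potassium and thallium sulfate stimulus; B-score of peak minus minimum fluorescence over baseline after thallium stimulus; more negative B-score means stronger Kir2.1 block with less thallium influx; some compounds called inactive have numbers as strong as hits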
Target sequence (P35561 whole entry, looked up): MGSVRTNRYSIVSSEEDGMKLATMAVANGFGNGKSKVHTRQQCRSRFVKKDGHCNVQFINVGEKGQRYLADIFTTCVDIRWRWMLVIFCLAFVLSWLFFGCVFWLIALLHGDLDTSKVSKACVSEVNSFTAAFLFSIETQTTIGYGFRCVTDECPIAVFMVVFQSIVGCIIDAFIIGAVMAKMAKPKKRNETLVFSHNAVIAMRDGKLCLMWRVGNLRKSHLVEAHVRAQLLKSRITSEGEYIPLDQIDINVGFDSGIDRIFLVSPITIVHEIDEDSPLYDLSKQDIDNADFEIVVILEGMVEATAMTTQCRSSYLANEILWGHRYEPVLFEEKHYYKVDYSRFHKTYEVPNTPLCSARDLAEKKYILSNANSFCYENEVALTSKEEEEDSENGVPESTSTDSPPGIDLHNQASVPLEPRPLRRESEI
Starred values were filed as active, the others as inactive; . = not tested or not shown.

The opening 14 entries, ahead of the listing:
STK33 inh	Kir21 inh	SMILES
-0.2	-0.09	Cc1ccc(/C=C\c2nccc3c2[nH]c2ccccc23)cc1
0.9	.	O=C1CCC(=O)N1CN(Cc1ccco1)CN1C(=O)CCC1=O
-4.4	0.32	Cc1ccc(NC(=S)N(Cc2ccc(Br)cc2)Cc2ccc(C(=O)O)cc2)cc1C
0.0	0.84	O=C(Nc1ccc(Br)cc1F)c1cccnc1
0.0	0.49	Cc1ccc(NC(=O)c2csnn2)c(C)c1
-0.6	.	Cc1ccc(C2=NN(C(=O)CN3CCN(C4CCS(=O)(=O)C4)CC3)C(c3ccco3)C2)cc1 (stereo not given)
-0.6	-3.36	COc1ccc(S(=O)(=O)N(CC(C)C)C2CCS(=O)(=O)C2)cc1OC (stereo not given)
-0.7	0.68	CC(C)Nc1ccc(C(CC(N)=O)NC(=O)c2ccccc2)cc1[N+](=O)[O-] (stereo not given)
0.9	1.63	CNc1cccc2c1C(=O)c1ccccc1C2=O
.	0.52	C/C(CC(=O)NC1CCCCCC1)=N\NC(=O)c1cnccn1
0.1	.	COc1ccc(C(=O)NCC(=O)OCC(=O)NCc2ccco2)cc1
-1.1	-0.07	O=C(COC(=O)CCCOc1ccc(Cl)cc1Cl)NCc1ccc(F)cc1
-0.1	-3.16	Cc1cc(C)c(S(=O)(=O)N2CCN=C2c2ccccc2)cc1C
0.3	0.62	CCN(CC)C(=O)c1cc(C(C)(C)C)c(O)c(C(C)(C)C)c1

Main list (from the top)
STK33 inh	Kir21 inh	SMILES
-0.2	-0.09	Cc1ccc(/C=C\c2nccc3c2[nH]c2ccccc23)cc1
0.9	.	O=C1CCC(=O)N1CN(Cc1ccco1)CN1C(=O)CCC1=O
-4.4	0.32	Cc1ccc(NC(=S)N(Cc2ccc(Br)cc2)Cc2ccc(C(=O)O)cc2)cc1C
0.0	0.84	O=C(Nc1ccc(Br)cc1F)c1cccnc1
0.0	0.49	Cc1ccc(NC(=O)c2csnn2)c(C)c1
-0.6	.	Cc1ccc(C2=NN(C(=O)CN3CCN(C4CCS(=O)(=O)C4)CC3)C(c3ccco3)C2)cc1 (stereo not given)
-0.6	-3.36	COc1ccc(S(=O)(=O)N(CC(C)C)C2CCS(=O)(=O)C2)cc1OC (stereo not given)
-0.7	0.68	CC(C)Nc1ccc(C(CC(N)=O)NC(=O)c2ccccc2)cc1[N+](=O)[O-] (stereo not given)
0.9	1.63	CNc1cccc2c1C(=O)c1ccccc1C2=O
.	0.52	C/C(CC(=O)NC1CCCCCC1)=N\NC(=O)c1cnccn1
0.1	.	COc1ccc(C(=O)NCC(=O)OCC(=O)NCc2ccco2)cc1
-1.1	-0.07	O=C(COC(=O)CCCOc1ccc(Cl)cc1Cl)NCc1ccc(F)cc1
-0.1	-3.16	Cc1cc(C)c(S(=O)(=O)N2CCN=C2c2ccccc2)cc1C
0.3	0.62	CCN(CC)C(=O)c1cc(C(C)(C)C)c(O)c(C(C)(C)C)c1
0.5	-1.51	O=C(COC(=O)c1ccc(NS(=O)(=O)c2ccc3c(c2)OCCO3)cc1)NCC1CCCO1 (stereo not given)
-1.5	-0.01	CCc1ccccc1OCC(=O)N(CC)CC(=O)NCc1ccc(F)cc1
-0.3	1.62	O=C(Nc1nnc(S(=O)(=O)N2CCCCCC2)s1)c1ccccc1F
-1.0	-0.14	Cc1cccc(Nc2nc(-c3ccc(F)cc3)cs2)n1
-0.4	-0.03	COc1ccc(OC)c(N/C(N)=N/c2nc(C)cc(C)n2)c1
-1.0	-1.51	Cc1ccc(Sc2oc(/C=N/n3cnnc3)cc2Br)cc1
-0.6	1.26	Cc1ccc2nccc(C(=O)N3CCCC(Nc4ccc(F)cc4)C3)c2c1 (stereo not given)
1.3	-0.01	CCOC(=O)CN1NC2(CCC(C)CC2)NC1=S (stereo not given)
-0.1	1.84	CC(=O)Nc1ccc(S(=O)(=O)N(Cc2ccccc2)c2ccccc2)cc1
1.1	-0.19	Cc1cccc(CCNC(=O)c2nnc(Cc3ccc(Cl)cc3)o2)c1
0.0	-0.16	COc1ccc(NC(=O)c2cccc(NC(=O)C3C4CC5OC(=O)C3C5C4)c2)c(OC)c1 (stereo not given)
-1.7	1.27	COc1ccc(/C(N)=N/OC(=O)CCCc2ccccc2)cc1OC
0.1	0.93	Cc1ccc(C)c(SCC(=O)NNC(=O)c2csc(N3CCOCC3)n2)c1
-0.9	0.97	c1ccc(-c2cn(-c3ccccc3)c3[n+]2CCCS3)cc1
0.2	1.39	N#CCC1c2ccccc2CCN1C(=O)Nc1ccc(C(F)(F)F)cc1 (stereo not given)
-0.2	-1.81	Brc1ccc(-c2nnc(-c3ccc4c(c3)OCO4)o2)o1
2.0	.	COc1ccc(OC)c(C(=O)COC(=O)COc2ccccc2)c1
-1.3	.	CCC(C)(C)C(=O)O
-0.8	-0.71	CC(=O)c1ccc(S(=O)(=O)NC2CC2)cc1
-0.2	0.99	CC(C)c1ccccc1NC(=S)N1CCN(S(=O)(=O)c2cccs2)CC1
0.8	-0.52	O=C(c1ccccc1Cl)N1CCC(n2cccc2)CC1
1.2	.	C=CCn1c(NC(=O)c2ccc(C)cc2)c(C#N)sc1=N
-1.5	0.35	CCc1cccc(CC)c1NC(=O)Cn1c(-c2ccc(F)cc2)noc1=O
.	0.16	CCN(CC)S(=O)(=O)c1ccc2c(c1)N(CC(=O)NCCN1CCOCC1)C(=O)CO2
-1.1	0.31	CCCCNC(=O)Nc1nnc(-c2ccc(Cl)cc2)o1
-1.6	-1.31	COc1ccccc1NC(=O)c1ccc[n+]([O-])c1
-1.3	-0.01	CSc1ccc(S(=O)(=O)NCCCOC(C)C)cc1
-1.4	0.85	Cc1ccnc(NC(=O)CCC(=O)N(CC(=O)NC2CCCCC2)Cc2ccccc2)c1
0.1	-1.38	Cc1ccc(OCc2ccc(C(=O)N3CCOCC3)cc2)cc1C
0.1	-0.19	COc1ccc(C(C)(C)C)cc1NC(=O)c1cncc(Br)c1
0.4	0.32	Cc1cccc(OCC(=O)NC(=S)Nc2ccccc2N2CCOCC2)c1C
1.0	0.13	O=C(c1c[nH]c2ccccc12)N1CCOCC1
0.2	.	O=C(NC1(C(F)(F)F)C(=O)Nc2c1c(=O)[nH]c(=O)n2-c1ccccc1)c1cccnc1 (stereo not given)
-1.4	-0.17	O=C(Nc1cccc(-c2ccc(F)cc2)c1)C1CCCN(C(=O)c2cscn2)C1 (stereo not given)
-1.3	0.98	CCN1CCN(C(=S)c2ccc(Cl)cc2)CC1
-0.6	1	Cc1ccc(Nc2nc(COC(=O)COc3ccc(C=O)cc3)cs2)cc1
0.0	0.16	Cc1cc2oc(C(=O)NC3CCS(=O)(=O)C3)c(C)c2cc1C (stereo not given)
0.9	0.22	O=C(C1CCCN(c2ncnc3c2nc2n3CCCCC2)C1)N1CCN(c2cccc(Cl)c2)CC1 (stereo not given)
10.2	-0.54	NC(=O)C1(N2CCCCC2)CCN(Cc2ccc(Br)cc2)CC1
-3.6	-0.04	CN(C)CCSc1nnc(-c2ccccc2)o1
-0.6	-0.01	COc1ccc(CC(=O)Nc2cc(C)c3c(=O)oc4ccccc4c3n2)cc1
2.0	-0.89	CCOc1ccc(NC(=O)C2CC(=O)OC2c2ccccc2)cc1 (stereo not given)
0.2	-0.52	CC(C)CNC(=O)COCc1cc(-c2ccc3c(c2)OCO3)on1
-0.7	.	CSc1nc(N)nc2c1ncn2CC(=O)NCc1ccc2[nH]ccc2c1
0.9	-0.27	CC1CCN(C2CCN(C(=O)c3ccccc3F)CC2)CC1
-1.1	-0.07	CCOc1ccccc1NC(=O)CN1C(=O)COc2ccc(C)cc21

For convenience, part of the list above.
STK33 inh	Kir21 inh	SMILES
1.0	0.13	O=C(c1c[nH]c2ccccc12)N1CCOCC1
0.2	.	O=C(NC1(C(F)(F)F)C(=O)Nc2c1c(=O)[nH]c(=O)n2-c1ccccc1)c1cccnc1 (stereo not given)

More compounds follow:
STK33 inh	Kir21 inh	SMILES
-0.6	-2.36	CCCCN(CC)Cc1ccc(CNC(=O)Nc2ccc(OCC)cc2)o1
0.5	0.34	Cc1cc(F)c(F)c(C(=O)N2CCN(C)CC2)c1Cl
0.3	1.33	COC(=O)CCNc1n[nH]c(=O)[nH]c1=O
0.1	-0.51	Cc1ccc(N2CC(C(=O)Nc3cc(C)on3)CC2=O)cc1 (stereo not given)
-0.3	-0.27	Cc1cc(C)nc(NC(=NCCc2c[nH]c3ccccc23)NC(=O)C(C)(C)C)n1
-1.3	-0.01	O=C(O)CCC(=O)Nc1ccc(NC(=O)c2ccc(Cl)cc2Cl)c(Cl)c1
-0.7	.	CC1CC(=O)Nc2ccccc2N1C(=O)CN1C(=O)C(=O)N(C)C1=O (stereo not given)
-0.9	0.76	COC(=O)c1cn(NC(=O)CCC2CCCC2)c(=O)c2ccccc12
-1.3	0.15	Cc1cnn(-c2ccc3nnc(-c4ccc(Br)cc4)n3n2)c1
3.8	0.63	Cc1ccc(C(=O)Nc2ccncc2)cc1[N+](=O)[O-]
-1.4	0.61	CCC(=O)c1ccc(OCCn2cnc3ccccc32)cc1
-0.9	-1.32	COc1ccc(CCNC(=O)C(=O)NCc2ccc(C)cc2)cc1OC
-0.6	0.01	Cc1ccc(NC(=O)[C@@H]2CCC(=O)N2C2OC(=O)c3ccccc32)cc1Cl (stereo not given in full)
-0.9	-0.11	COc1ccc(CNc2nc(NCc3ccc(OC)cc3)n(C(=O)c3ccncc3)n2)cc1
-1.6	-1.58	NC(=O)c1nsc(C(=O)N(Cc2ccco2)C(C(=O)NCc2ccc(F)cc2)c2ccc(O)cc2)c1N (stereo not given)
-0.4	0.14	Cc1cccc(OC(=O)c2cccnc2)c1
-1.4	-0.57	Cc1c(N2C(=O)CSC23C(=O)Nc2ccccc23)c(=O)n(-c2ccccc2)n1C (stereo not given)
-1.3	-0.85	O=C(CCNS(=O)(=O)c1ccc(Br)cc1)NCc1cccs1
-6.7	0.02	c1ccc(Sc2ncnc3ccccc23)cc1
-1.0	0.21	CS(=O)(=O)c1ccc(Cl)c(NC(=O)COC(=O)CCCN2C(=O)c3cccc4cccc(c34)C2=O)c1
-0.7	-0.95	COC(=O)C1CCCCN1C(=O)c1ccc2oc(C(C)C)nc2c1 (stereo not given)
-0.8	1.75	Cc1c(C)c2ccc(OS(C)(=O)=O)cc2oc1=O
-0.3	0.77	CN1CCN(C(=O)c2ccc(N(Cc3ccc(Cl)cc3)S(C)(=O)=O)cc2)CC1
0.8	-0.1	CC1(c2ccc(Cl)cc2Cl)NC(=O)N(CC(=O)Nc2ccc3[nH]c(=O)[nH]c3c2)C1=O (stereo not given)
-1.1	-0.46	Cc1[nH]c(=O)[nH]c(=O)c1S(=O)(=O)NCCOC12CC3CC(CC(C3)C1)C2
-0.4	0.06	NC(=O)CSc1nnc(NC(=O)c2ccc(Br)o2)s1
0.3	0.77	O=C(Nc1ccc(F)c(F)c1)c1oc2ccccc2c1NC(=O)C1CCCO1 (stereo not given)
-0.3	0.26	O=S1(=O)C=CC(Sc2nc3ccccc3[nH]2)C1 (stereo not given)
-0.5	1.42	COc1ccc(/C=C/c2nnc(NC(=O)C(C)C)s2)cc1
-2.4	-5.19*	COc1cc(CNCc2ccc(SC)cc2)cc(OC)c1
-1.3	-0.14	N#Cc1ccc(NC(=O)CCc2nc3ccccc3s2)cc1
-2.3	0.4	Cc1ccccc1Oc1ccccc1N
-1.4	0.69	CCN=C(Nc1cccc(F)c1)SC1CC(=O)N(c2ccc(OC)cc2)C1=O (stereo not given)
0.2	0.55	CC(C)NC(=O)NS(=O)(=O)c1cnccc1N1CCCCC1
-0.3	0.39	c1ccc(CCc2cn(C[C@H]3CC[C@@H]([C@@H]4CC[C@H](Cn5cc(CCc6ccccc6)nn5)O4)O3)nn2)cc1
0.1	0.25	O=C1[C@@H]2CSCN2C(=O)CN1Cc1cccc(C(F)(F)F)c1
0.4	-0.08	CC1CCN(CCNC(=O)C2CCCN(S(=O)(=O)c3cccc4nsnc34)C2)CC1 (stereo not given)
-0.5	-0.46	Cc1cccc(NC(=O)C2CCN(C(=O)c3ccco3)CC2)c1C
0.2	0.96	CS(=O)(=O)N(CC(=O)Nc1ccc(S(=O)(=O)N2CCCC2)cc1)c1ccccc1F
-1.4	-1.1	COc1ccc(Cl)cc1C(=O)NNC(=O)CSc1nnc2ccccn12
-2.8	-1.59	Cc1cc(C(=O)OCC(=O)Nc2ccc(S(=O)(=O)N3CCOCC3)cc2)c(C)o1
0.1	-0.06	COc1ccc(CCC(=O)N2CCCSC2=Nc2ccc(C(C)=O)cc2)cc1
1.1	2.41	CCN(Cc1ccccc1)S(=O)(=O)c1ccc(C(=O)Nc2nnc(C3CC3)o2)cc1
1.7	-1.27	Oc1c(Cl)cc(Cl)cc1/C=C/c1ccc2cccc(O)c2n1
0.3	2.42	COc1cccc(NC(=O)NC2CCN(CC(=O)Nc3ccccc3[N+](=O)[O-])CC2)c1
2.0	0.85	CSc1ccc(S(=O)(=O)NC2CC3CCC2C3)cc1 (stereo not given)
-2.5	-0.07	Cc1ccc(N2CC(C)Cn3c2nc2c3c(=O)[nH]c(=O)n2C)cc1C (stereo not given)
-0.8	0.67	COc1cc(C(=O)NCCCCCCNC(=O)c2cc(OC)c(OC)c(OC)c2)cc(OC)c1OC
-0.1	0.21	Cc1cc(C(=O)COC(=O)c2ccc3c(c2)NC(=O)CS3)c(C)n1CCc1ccc(Cl)cc1
-1.8	0.52	CCc1cc2cc(C)c(C)cc2nc1SCC(=O)Nc1cc(C)on1
-0.2	-0.43	COCCNc1nnc(SCC(=O)Nc2cc(-c3ccccc3)nn2-c2ccccc2)s1
